influenza NS1A: H1N1 influenza NS1A inhibitors, functional cell based assay (AID 504329). NS1A functional cell-based assay, percent inhibition; higher % means a stronger effect. one-dose inhibition, % at 12.5 µM; IC50 in µM for titrated hits. hit rate 0.3% among 340,000; in the data active = a potency from the dose series; inconclusive = inhibition above about 27% without an active follow-up result; also: strong numbers were not always called active
H37Rv inhibition: M. tuberculosis growth inhibition, HTS (AID 449762) | M. tuberculosis H37Rv growth inhibition, 7H9 media; higher % means a stronger effect | inhibition, % at 25 µM, or IC50 in µM where a hit was titrated | hit rate 0.59% among 330,000; in the data active = a potency from the dose series; inconclusive = inhibition above about 70% without an active follow-up result;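 also: bacterial growth assessed after seven days of incubation; strong numbers were not always called active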
Salmonella PhoP GFP: PhoP regulon inhibitors, Salmonella typhi PhoP promoter GFP reporter, confirmatory (AID 1850). Salmonella Typhi PhoP-promoter GFP reporter, fluorescence, 4 h; higher % means a stronger effect. inhibition, % at 50 µM, or IC50 in µM where a hit was titrated. hit rate 0.33% among 310,000; in the data active = a potency from the dose series; inconclusive = inhibition mostly from about 25% at the one dose, without a potency; inactive = the rest, 99 in 100 with inhibition below about 19%;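 also: 0% = induced wells with vehicle and 100% = uninduced wells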
VEEV TC-83 Vero: inhibitors of VEEV TC-83 cytopathic effect, confirmation, Vero cells (AID 588727); Vero cells, VEEV TC-83 cytopathic effect inhibition; higher % means a stronger effect; one-dose inhibition, % at 20 µM; IC50 in µM for titrated hits; hit rate 0.13% among 350,000; in the data active = a potency from the dose series; inconclusive = inhibition mostly from about 14% at the one dose, without a potency; inactive = the rest, 99 in 100 with inhibition below about 12%; also: strong numbers were not always called active
tuberculosis growth: growth inhibition of non-replicating M. tuberculosis (AID 488890); one-dose inhibition, % at 25 µM; IC50 in µM for titrated hits; hit rate 0.39% among 320,000; Mycobacterium tuberculosis non-replicating, growth inhibition; higher % means a stronger effect; in the data active = a potency from the dose series; inconclusive = inhibition mostly from about 82% at the one dose, without a potency; inactive = the rest, 99 in 100 with inhibition below about 76%;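 also: plate controls were DMSO cells for no effect and high antibiotic wells for full effect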
VEEV TC-83 Vero 10K pilot screen: recorded beside VEEV TC-83 Vero, whose call it bears; inhibition, %; measured here: 10K pilot screen inhibition
An asterisk follows results filed as active; i = inactive; ? = inconclusive; / = not tested or not shown.

SMILES	influenza NS1A	H37Rv inhibition	Salmonella PhoP GFP	VEEV TC-83 Vero	tuberculosis growth	others
Cc1ccc(/C=C2/SC(=S)N(CCC(=O)N3CCOCC3)C2=O)cc1	0%	-6%	3%	?	29%
NC(=O)CC(NC(=O)Cc1ccc(Br)cc1)c1ccc(N2CCC(Br)CC2)c([N+](=O)[O-])c1 (stereo not given)	-2%	0%	15%	0.1%	-2%
Brc1ccc2ncnc(NCc3ccco3)c2c1	-4%	1%	1%	5.1%	28%
CCOC(=O)N1CCN(c2ccc(O)cc2)CC1	3%	-4%	4%	0.1%	34%
CC1=CCC(C(=O)O)C(C(=O)Nc2ccc(-c3nc4ccc(C)cc4s3)cc2)C1 (stereo not given)	3%	-3%	28%	2.6%	20%
O=S(=O)(c1ccc(S(=O)(=O)N2CCN(C3CCCCC3)CC2)cc1)N1CCCCCC1	-1%	/	/	i	/
COc1ccc(NC(=O)COc2ccc(/C=C/c3cccc[n+]3C)cc2OC)cc1	5%	27%	13%	4.8%	13%
CN1C(=O)C(CC(=O)Nc2ccccc2F)N(NC(=O)c2ccc(Br)cc2)C1=S (stereo not given)	10%	3%	14%	0.7%	-18%
O=c1[nH]c2cccnc2n1-c1ccc([N+](=O)[O-])cc1	-2%	-1%	-18%	i	-1%
COC(=O)C1=C(C)NC(=O)NC1/C=C/c1ccccc1 (stereo not given)	15%	10%	-6%	6.9%	-3%
COc1ccccc1C(=O)NCCC(=O)NCCCSc1ccccc1	-36%	-6%	5%	3.0%	-18%
Clc1ccc(CN2C3=NCCCN3c3ccccc32)c(Cl)c1	-3%	0%	12%	i	40%
CSCCC(NS(=O)(=O)c1ccc(C)cc1)C(=O)N(C)CC(=O)Nc1ccccc1Br (stereo not given)	0%	/	/	9.1%	/
N#C/C(=C1/CCCN1)c1ccccn1	3%	/	7%	3.8%	/
CC(C)C(=O)N(c1ccc2oc(=O)sc2c1)S(=O)(=O)c1ccccc1	39%	-3%	-3%	i	-5%
Cc1cccc(N2CCN(C(=O)c3ccc4c(c3)NC(=O)C(CSCc3cccc(F)c3)N4)CC2)c1C (stereo not given)	/	?	-4%	/	70%
CCC(C)c1ccc(NC(=O)NCCN2CCCCC2)cc1 (stereo not given)	3%	7%	3%	0.7%	-3%
Cc1cc(C)cc(C(=O)NCCC(=O)NCc2cc(=O)n(C)c(=O)n2C)c1	2%	-3%	10%	1.9%	-2%
Cc1ccc(S(=O)(=O)N(CC(=O)NN=C2CCN(C)CC2)c2ccc(F)cc2)cc1	/	-8%	3%	0.6%	-3%
Cc1ccc(S(=O)(=O)CC(=O)Nc2nnc(C(C)C)s2)cc1	11%	-13%	5%	1.6%	-13%

5 entries from above, ordered by molar mass, largest number first:
SMILES	influenza NS1A	H37Rv inhibition	Salmonella PhoP GFP	VEEV TC-83 Vero	tuberculosis growth	others
CSCCC(NS(=O)(=O)c1ccc(C)cc1)C(=O)N(C)CC(=O)Nc1ccccc1Br (stereo not given)	0%	/	/	9.1%	/
Cc1ccc(S(=O)(=O)N(CC(=O)NN=C2CCN(C)CC2)c2ccc(F)cc2)cc1	/	-8%	3%	0.6%	-3%
COc1ccccc1C(=O)NCCC(=O)NCCCSc1ccccc1	-36%	-6%	5%	3.0%	-18%
CCC(C)c1ccc(NC(=O)NCCN2CCCCC2)cc1 (stereo not given)	3%	7%	3%	0.7%	-3%
COC(=O)C1=C(C)NC(=O)NC1/C=C/c1ccccc1 (stereo not given)	15%	10%	-6%	6.9%	-3%

Next structures follow.
SMILES	influenza NS1A	H37Rv inhibition	Salmonella PhoP GFP	VEEV TC-83 Vero	tuberculosis growth	others
COc1cc(C)cc2c1OC(c1ccccc1)CC2=O (stereo not given)	-6%	/	/	0.3%	/
COc1ccc(C2NN=C(c3ccc(C)cc3)S2)cc1OC (stereo not given)	-18%	0%	4%	1.5%	34%
Cc1ccc(-c2nc(C#N)c(NCCCn3ccnc3)o2)cc1	9%	-3%	4%	i	21%
CCOC(=O)C1CCN(C(=O)c2ccc(NS(=O)(=O)c3ccc4[nH]c(=O)[nH]c4c3)cc2)CC1	-3%	/	/	0.1%	/
COc1cc2c(cc1OC)CN(c1ccc([N+](=O)[O-])cc1C#N)CC2	8%	3%	0%	9.4%	66%
COc1ccccc1C=CC(=O)C=Cc1ccccc1OC	6%	/	/	i	/
CCOc1ccc(NC(=O)CN(C)C(=O)c2sccc2-c2ccccc2)cc1OCC	11%	/	/	9.9%	/
COc1ccc(/C=N/NC(=O)CSc2nnc(C)n2-c2ccccc2)c(OC)c1OC	2%	3%	5%	i	6%
c1ccc(CCCN2CCN(c3ccccn3)CC2)cc1	1%	2%	7%	0.3%	-7%
N#C/C(=C/c1ccc(-c2ccccc2[N+](=O)[O-])o1)C(N)=O	1%	-4%	-4%	1.6%	-19%
CCc1oc2ccccc2c1C(=O)CCN1CCCCC1	-3%	?	-8%	2.1%	?
CCCCn1c(O)c(C(C)=Nc2ccc(C(=O)O)cc2)c(=O)[nH]c1=O	24%	5%	6%	0.3%	-1%
COc1ccc(N2CCN(C(=O)CN(C)S(=O)(=O)c3cc(C)ccc3OC)CC2)cc1	0%	2%	0%	4.4%	8%
O=C(COC(=O)/C=C/c1cccs1)Nc1cccc(S(=O)(=O)N2CCCC2)c1	17%	12%	12%	0.4%	7%	VEEV TC-83 Vero 10K pilot screen=0.3
COc1cc(C2c3cc4c(cc3CC3COC(=O)C32)OCO4)cc(OC)c1O (stereo not given)	-1%	/	/	10%	/
c1ccc(Nc2nc(N3CCNCC3)nc(N3CCOCC3)n2)cc1	15%	5%	3%	11%	-16%
O=C(NCc1ccccc1)c1cnsn1	18%	-5%	0%	1.2%	73%
CC(C)(Oc1ccc(Br)cc1Cl)C(=O)Nc1ccon1	-4%	11%	0%	3.5%	46%
Oc1ccc2ccccc2c1C=Nc1ccc(N2CCOCC2)cc1	/	0%	-14%	/	12%
Cc1cc(C)nc(NS(=O)(=O)c2ccc(NC(=O)c3ccc4c(c3)OCO4)cc2)n1	4%	5%	0%	0.3%	17%
O=C(COc1ccc(Br)cc1Cl)N1CCN(c2ncccn2)CC1	-12%	5%	/	4.9%	6%
C=CCn1c(SCC(=O)c2cccs2)nc2sc(CC)cc2c1=O	-10%	24%	1%	i	12%
O=C(Nc1ccc2snnc2c1)N1CCCCC1	-5%	-1%	-2%	1.5%	11%
CCNC(=S)Nc1cc(C(=O)N2CCCC2)ccc1N1CCCC1	0%	3%	-6%	i	9%
Cn1nc(CC(=O)NCc2ccc(F)cc2)c2ccccc2c1=O	2%	-7%	-2%	0.7%	/
O=C(CCCc1ccccc1)NCCN1CCOCC1	4%	4%	6%	3.0%	5%
CCOC(=O)Cn1cc(C=O)c2ccccc21	-5%	-3%	-6%	0.2%	75%
CC1CC(C)CN(C(=O)CNC(=O)Cn2ccc3ccccc3c2=O)C1 (stereo not given)	-1%	0%	-5%	i	-8%
COc1cc(NC(=S)NC2CC(C)(C)NC(C)(C)C2)c(OC)cc1Cl	3%	9%	-6%	0.6%	0%
C#CCOCCOCCOCCNc1nc(N2CCN(C(=O)CCCCCCCCCCNC(=O)Cn3cc(C[C@@H](C)O)nn3)CC2)nc(N2CCN(C(=O)CCCCCCCCCCNC(=O)[C@@H](CCSC)n3cc(CCO)nn3)CC2)n1	1%	29%	-32%	0.5%	-8%	VEEV TC-83 Vero 10K pilot screen=0.5
O=C(CSc1ccc(Cl)cc1)Nc1ccccc1Oc1ccccc1	-1%	1%	-1%	i	59%
Cc1cc2cc(CNC(=O)NC3CCCCC3)ccc2[nH]1	10%	23µM*	-2%	0.8%	?
COC(=O)c1c(NC(=S)Nc2ccc(F)cc2[N+](=O)[O-])sc2c1CCCCC2	-1%	-1%	-6%	1.4%	61%
C=CCSC1=C(C#N)C(c2ccccc2OC)CC(=O)N1 (stereo not given)	-9%	-6%	17%	7.8%	-6%
CCC1C2Cc3ccc(O)cc3C1(CC)CCN2C (stereo not given)	-1%	/	/	1.2%	/
COCCNC(=S)NCCc1ccc(Cl)cc1Cl	-16%	3%	2%	0.2%	?
Cc1ccc(CNC(=O)COC(=O)CCCOc2ccc(Cl)cc2Cl)cc1	-8%	3%	-8%	i	70%
COc1ccc(-c2oc3ccc(-c4cc(OC)c(OC)c(OC)c4)cc3c2-c2ccc(OC)cc2)cc1	/	5%	-6%	/	20%
Oc1cc(Cl)c(Cl)c(Cl)c1Cl	-5%	/	/	0.4%	/
CSc1ccccc1NC(=O)CN(Cc1ccccc1)S(C)(=O)=O	-3%	-2%	-2%	0.9%	-2%	VEEV TC-83 Vero 10K pilot screen=1.0
CCN(CC)C(=O)c1nn(Cc2ccccc2)c(=O)c2ccccc12	-6%	1%	-6%	2.4%	-2%
CCOC(=O)C1CCCN(C(=O)c2sc3nc(-c4ccccc4)cn3c2C)C1 (stereo not given)	-13%	0%	-8%	i	1%
O=C1CN(C(=O)CSc2nc3ccccc3c(=O)n2CCCN2CCOCC2)c2ccccc2N1	11%	-3%	8%	2.2%	6%
CC(NC(=O)Cn1cccc1)c1ccccc1 (stereo not given)	-19%	0%	-6%	i	8%
O=C(CCSc1ccccc1)N1CCN(c2ccccc2F)CC1	-6%	16%	0%	i	25%
CC1CN(C(=O)C(C)N2CCN(c3ccccc3Cl)CC2)CC(C)O1 (stereo not given)	-11%	-6%	-3%	0.2%	-2%
O=C(CCCOc1ccc(Br)cc1)NCCc1ccc(OC(F)F)cc1	-9%	2%	-10%	i	77%
CC1C2(C)OC(=N)C(C#N)(C(C)O2)C1(C#N)C#N (stereo not given)	-6%	-6%	-1%	1.4%	0%
O=C(Nc1nc(-c2ccc3c(c2)Cc2ccccc2-3)cs1)c1ccccc1	10%	-2%	-2%	1.4%	-11%
COc1ccc(NC(=O)CCC(=O)Nc2nnc(C(C)C)s2)cc1Cl	-3%	55%	-18%	0.6%	5%
Cc1nn(C(C)C(=O)N2CCOCC2)c(C)c1[N+](=O)[O-] (stereo not given)	-3%	5%	11%	0.0%	-10%
Cc1cnc(CN(C)C(=O)c2ccc3oc(Cc4ccccc4)nc3c2)[nH]1	-6%	0%	0%	i	-1%
C/C(N)=C(/C#N)C(=O)CSc1cc(C)c2ccccc2n1	7%	-6%	1%	0.5%	-1%
COc1ccc(N(CC(=O)Nc2cccnc2)S(=O)(=O)c2ccccc2)cc1Cl	-10%	2%	11%	1.5%	-4%
N#C/C(C(=O)N1CCOCC1)=C1\Nc2ccccc2S1	-8%	4%	11%	0.3%	27%
COc1ccc(CCNC(=O)c2noc3c2CCCC3)cc1OC	-1%	-16%	-6%	1.2%	15%
CN(NC(=O)CN1C(=O)c2ccccc2C1=O)C1=NS(=O)(=O)c2ccccc21	-7%	3%	-8%	0.2%	-2%
Cc1cccc(N2CN(Cc3cccnc3)CNC2=S)c1	16%	-12%	-10%	0.8%	31%
CC(=O)NC(c1ccc(C)cc1)c1cc(Cl)c2cccnc2c1O (stereo not given)	-2%	2%	-5%	0.2%	-8%
CN(C)c1ccccc1-c1csc(N2CCC(C(N)=O)CC2)n1	-12%	2%	/	2.5%	-7%

Quoted at random: three compounds from above.
SMILES	influenza NS1A	H37Rv inhibition	Salmonella PhoP GFP	VEEV TC-83 Vero	tuberculosis growth	others
CC1CC(C)CN(C(=O)CNC(=O)Cn2ccc3ccccc3c2=O)C1 (stereo not given)	-1%	0%	-5%	i	-8%
O=C(NCc1ccccc1)c1cnsn1	18%	-5%	0%	1.2%	73%
CCNC(=S)Nc1cc(C(=O)N2CCCC2)ccc1N1CCCC1	0%	3%	-6%	i	9%

Next section
SMILES	influenza NS1A	H37Rv inhibition	Salmonella PhoP GFP	VEEV TC-83 Vero	tuberculosis growth	others
c1ccc(CSc2nncn2-c2ccccn2)cc1	-9%	-22%	-5%	0.3%	-7%
COC(=O)c1ccccc1NC(=O)CSCC(=O)Nc1ccccc1OC	0%	-7%	-5%	0.2%	8%
Cc1sc2ncn(CC(=O)Nc3c(F)cccc3F)c(=O)c2c1S(=O)(=O)N1CCC(C)CC1	-2%	-1%	10%	1.3%	-6%
CN(C)S(=O)(=O)c1ccc(Cl)c(NC(=O)COC(=O)/C=C/c2ccc3ccccc3n2)c1	1%	-3%	/	i	1%
O=c1[nH]c2ccc(S(=O)(=O)N3CCC(Cc4ccccc4)CC3)cc2o1	-6%	-7%	-6%	i	13%
CCC1CC(CSC(=N)N)OC1=O (stereo not given)	/	0%	1%	3.4%	9%
CCc1nc2scc(-c3ccc(C)cc3)c2c(=O)n1N	-11%	8%	-5%	0.2%	49%
CN(C)S(=O)(=O)N1CCN(S(=O)(=O)c2ccc(F)cc2)CC1	6%	1%	-4%	i	3%
COc1ccc(OCCN(C)CC(=O)Nc2c(C)cccc2C)cc1	-8%	-4%	12%	i	-7%
